Compound activity from PubChem.
HT1080 IDH1KD tx = kills HT-1080 cells with IDH1 knockdown; HT-1080 IDH1 knockdown viability, ATP luminescence, 48 h; Potency, µM (highest dose often 46.1 µM), for inactives: at the highest dose activity, negative = toxicity, usual class: cytotoxic; 360,000 tested, 2% active;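 also: potency is read from the fitted curve at half-maximal effect; 0% = DMSO wells and -100% = cell-free medium wells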
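In this qHTS, HT-1080 cells depleted of IDH1 are exposed for 48 h at 37 °C to compound titrations. Toxicity is scored from CellTiter-Glo luminescence, with DMSO as full viability and medium alone as none.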
IL1B secr inh = inhibitors of inflammasome signaling (IL-1 beta secretion) | THP-1 LPS/ATP IL-1B secretion, AlphaLISA, 16 h; active compounds read low | activity change, % at 57.5 µM | 360,000 tested, 4.7% active; in the data active = activity change below about -50%; inconclusive = mostly about -30% to -49%; also: % is scaled to controls: 0 for no effect and ±100 for the full control effect
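THP-1 cells pretreated 1 hr with compounds (up to 57.5 uM final), then stimulated with LPS (250 ng/mL final) plus ATP (1.25 mM final); secreted IL-1B measured by AlphaLISA after 16 hr, decreased signal indicating inhibition.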
SW480 rerep = induces DNA re-replication in SW480 colon adenocarcinoma cells; SW480 DNA re-replication, Hoechst DNA content imaging, 48 h; Potency, µM (highest dose often 46.1 µM), inactives show at the highest dose re-replication activation, most hits filed as activators; 340,000 tested, 1.8% active; AID 624297; also: potency is read from the fitted curve at half-maximal effect; % of control where 0% means no effect; nearly all actives have a fitted effect of over 55% in size
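Compounds, transferred as 23 nL by pin tool, were incubated with cells for 48 hr; DNA content per nucleus was then quantified by Hoechst staining and fluorescence plate imaging.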
D3 antag = blocks the human D3 dopamine receptor; AID 652054; P35462; D3R cells, DiscoveRx beta-arrestin luminescence, antagonist mode; active compounds read low; 360,000 tested, 2.5% active; max response, negative = inhibition, %; in the data active = max response below about -50%; inconclusive = no clear call, values can overlap the other calls; also: % is scaled to controls: 0 for no effect and ±100 for the full control effect; mostly tested at two doses, the higher about 12 µM
Target sequence (P35462 whole entry, looked up): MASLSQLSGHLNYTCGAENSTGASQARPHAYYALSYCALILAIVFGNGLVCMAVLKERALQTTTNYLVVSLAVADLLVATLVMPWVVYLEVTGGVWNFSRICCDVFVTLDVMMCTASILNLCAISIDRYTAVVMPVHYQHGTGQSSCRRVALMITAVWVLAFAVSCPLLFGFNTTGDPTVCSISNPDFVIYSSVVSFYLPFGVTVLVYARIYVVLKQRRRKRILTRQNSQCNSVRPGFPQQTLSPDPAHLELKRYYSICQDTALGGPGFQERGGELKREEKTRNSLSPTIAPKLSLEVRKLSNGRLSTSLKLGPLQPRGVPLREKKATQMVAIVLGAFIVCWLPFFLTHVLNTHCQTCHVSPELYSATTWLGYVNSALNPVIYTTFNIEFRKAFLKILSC
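Cells expressing the human receptor were seeded at 1500 cells/well, incubated overnight at 37 degrees C in 5% CO2, then exposed to library compounds with dopamine controls for 90 minutes at 37 degrees C before luminescent detection.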
HT1080-NT tox = kills 2HG-producing HT-1080-NT fibrosarcoma cells; HT-1080-NT fibrosarcoma viability, CellTiter-Glo ATP luminescence, 48 h; Potency, µM (titrated, usually from 46.1 µM), for inactives: at the top dose activity, negative = less viability, most hits filed as cytotoxic; 360,000 tested, 1.6% active; AID 686970;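 also: NT is the 2HG producing partner of a matched IDH1 knockdown line; potency is read from the fitted curve at half-maximal effect; 0% = DMSO-treated cells and -100% = media-only wells without cells; nearly all actives have a fitted effect of over 55% in size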
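Luminescent CellTiter-Glo readout after 48 hours of compound exposure at 37 degrees C defined viability of HT-1080-NT cells. Activity was normalized to DMSO wells and cell-free media wells; concentration-response curves were fitted and assigned curve classes.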
KB-V1 cytotox = kills drug-selected multidrug resistant KB-V1 cells; KB-V1 MDR cells viability, CellTiter-Glo, 72 h; Potency, µM (top dose mostly 46.1 µM), without a hit: top-dose activity change, negative = cytotoxicity, hits mostly cytotoxic; 400,000 tested, 3.4% active; AID 1347076; also: potency is read from the fitted curve at half-maximal effect; % is scaled to controls: 0 for no effect and ±100 for the full control effect; nearly all actives have a fitted effect of over 60% in size
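Drug-selected KB-V1 cells, grown in DMEM lacking phenol red with 10% FBS, receive compound titrations; after three days at 37 degrees C, surviving cell ATP is quantified by CellTiter-Glo luminescence and responses normalized and curve-fitted.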
DRD3 agonist = D3 dopamine receptor (human) agonism | D3R DiscoveRx beta-arrestin cells, luminescence, 90 min | max activation, % | 410,000 tested, 0.58% active | AID 652048; in the data active = max activation above about 30%; also: 0% is about no effect; mostly tested at two doses, the higher about 12 µM
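Agonist mode: compounds and dopamine controls were applied to plated cells for 90 min at 37 degrees C after an overnight attachment at 1500 cells/well. Luminescent read-out followed 30 - 60 minutes at room temperature with DiscoveRx detection reagent.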
GLP-1R agonist = activates the human GLP-1 receptor; HEK293 GLP-1R CRE-luciferase, luminescence, 4-6 h; cells express a hypersensitive GLP-1R form; P43220; 380,000 tested, 0.007% active; Potency, µM (titrated, usually from 45.6 µM), inactives show at the top dose activation, hits mostly activators; also: potency is read from the fitted curve at half-maximal effect; % of control where 0% means no effect
Target sequence (P43220 whole entry, looked up): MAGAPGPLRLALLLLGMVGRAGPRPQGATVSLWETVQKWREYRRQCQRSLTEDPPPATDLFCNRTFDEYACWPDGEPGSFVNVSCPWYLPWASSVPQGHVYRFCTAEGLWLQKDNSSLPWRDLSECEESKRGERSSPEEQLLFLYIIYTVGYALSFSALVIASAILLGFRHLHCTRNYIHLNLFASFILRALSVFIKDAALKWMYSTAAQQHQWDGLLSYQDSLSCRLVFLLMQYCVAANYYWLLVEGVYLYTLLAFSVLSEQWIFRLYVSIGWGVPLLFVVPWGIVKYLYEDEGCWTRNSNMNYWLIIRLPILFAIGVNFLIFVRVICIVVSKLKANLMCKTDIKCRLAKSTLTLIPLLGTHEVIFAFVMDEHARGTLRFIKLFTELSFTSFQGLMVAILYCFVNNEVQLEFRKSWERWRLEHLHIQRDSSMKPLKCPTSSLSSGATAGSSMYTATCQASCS
KB-3-1 cytotox = KB-3-1 parental cell cytotoxicity. KB-3-1 viability, CellTiter-Glo ATP luminescence, 72 h. Potency, µM (highest dose often 46.1 µM), without a hit: at the highest dose activity change, negative = cytotoxic, most hits filed as cytotoxic. 400,000 tested, 1.4% active; also: potency is read from the fitted curve at half-maximal effect; % is scaled to controls: 0 for no effect and ±100 for the full control effect; nearly all actives have a fitted effect of over 60% in size
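Here the drug-naive KB-3-1 line serves as comparator for MDR sub-line selectivity; cells received compound titrations, 72 h at 37 °C, then CellTiter-Glo readout.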
Active calls of the source: *; ? = inconclusive; nt = no result given; & = joins results of further samples; [ ] = remark or other dose. Unless noted, calls follow the shape of the dose curve; as a rule, active = well fitted curve in the direction sought with a large enough effect; inconclusive = small, poorly fitted or top-dose-only effect, or another doubt; inactive = no such curve, though single readings can be large; an effect the other way counts as inactive or inconclusive. Rows are unselected; overall some 12% were active at least once.

SMILES	HT1080 IDH1KD tx	IL1B secr inh	SW480 rerep	D3 antag	HT1080-NT tox	KB-V1 cytotox	DRD3 agonist	GLP-1R agonist	KB-3-1 cytotox
CC(=O)N1CCC(O)(c2cccc(C(F)(F)F)c2)CC1	-2%	0	21%	5	-2%	0%	-8	2%	-8%
Cc1ccc(NC(=O)NC2CCCCC2)cc1Cl	-26%	?	1%	12	-1%[9.24 µM]	?	-15	-9%	0%
C[C@H]1CN[C@H](CCO)/C1=C\c1ccccc1	3%	6	-7%	-27	6%	0%	-27	0%	0%
O=C(Nc1ccc(S(=O)(=O)N2CCOCC2)cc1)C1CC1	1%	6	-21%	15	4%	24%	6	10%	?
Cc1ccc(CN(C)CC(=O)NC(C)c2ccccc2)cc1 (centres undefined)	-12%	11	?	-2	1%	1%	-17	13%	13%
CC(=O)OC1CCC2C3CCC4=C(CC(F)C(=O)C4)C3CCC12C (centres undefined)	-30%	6	?	-9	-10%	?	2	7%	?
CC1CCCN(S(=O)(=O)c2ccc3c(c2)c(=O)nc2ccccn23)C1 (centres undefined)	-4%	-5	-8%	-4	-6%	?	-4&2	10%	-14%&0%
Nc1cc(=O)n(Cc2ccccc2)c(=O)n1-c1ccc(Cl)cc1	1%	-10	-35%[inhibitor]	12	0%	11%	-4	2%	-2%
COc1cc(OC)c(C=Cc2ccncn2)c(OC)c1	0%	-9	nt	31	11%	-1%	1	6%	0%
CC(=NC1CCCC1)c1c(C)[nH]n(-c2nc3ccccc3s2)c1=O	-7%	-17	1%	27	-5%	?	2	4%	-6%
COc1ccccc1-c1c(C)nn2c(N3CCC4(CC3)OCCO4)cc(C)nc12	-1%	-28	1%	7	-18%	-26%	2	7%	?
COc1ccc(C(=O)Nc2ccc(S(=O)(=O)N3CCCC3)cc2)cc1	0%	-4	-2%	-9	0%	?	2	2%	-12%
O=S(=O)(NCc1ccccc1)c1ccccc1NCCc1ccccc1	0%	23	-61%	-14	-1%	-1%	7	-5%	0%
Cc1onc(-c2ccccc2)c1C(=O)N1CCCC(C)(C(=O)NS(=O)(=O)C2CC2)C1 (centres undefined)	23%	10	nt	?	4%	1%	-7	-2%	0%
COC(=O)c1c(NC(=O)c2c(Cl)cnn2C)sc(C)c1C	14%	-10	-154%[inhibitor]	12	8%	-1%	2	11%	0%
CCOc1ccc(S(=O)(=O)Nc2ccn(C)n2)cc1	0%	1	4%	3	6%	9%	0	-1%	?
COC(=O)[C@@]1(Cc2ccc(OC)cc2)[C@H]2c3cc(C(=O)N4CCCC4)n(CCc4c[nH]c5ccccc45)c3C[C@H]2CN1C(=O)c1ccccc1	-28%	-3	nt	14	-14%	-6%	2	-3%	-11%
CCOc1ccc(-c2ccc(NS(=O)(=O)c3ccc([N+](=O)[O-])cc3)cc2)nn1	-1%	-2	2%	-8	-17%	9%	-5	-4%	12%
COc1ccc(S(=O)(=O)N2CCCCCC2)cc1C(=O)N(C)Cc1ccc(OC)c(OC)c1OC	9%	-15	-1%	3	-3%	?	3	12%	-6%
Cc1c(C(=O)NC2CCCc3ccccc32)oc2ccc(S(=O)(=O)N3CCCC3)cc12 (centres undefined)	-5%	36	1%	-20	-6%	-18%	-11	3%	1%

Some of the entries above in a different format:
mol,HT1080 IDH1KD tx,IL1B secr inh,SW480 rerep,D3 antag,HT1080-NT tox,KB-V1 cytotox,DRD3 agonist,GLP-1R agonist,KB-3-1 cytotox
COc1ccccc1-c1c(C)nn2c(N3CCC4(CC3)OCCO4)cc(C)nc12,-1%,-28,1%,7,-18%,-26%,2,7%,?
COc1ccc(C(=O)Nc2ccc(S(=O)(=O)N3CCCC3)cc2)cc1,0%,-4,-2%,-9,0%,?,2,2%,-12%
O=S(=O)(NCc1ccccc1)c1ccccc1NCCc1ccccc1,0%,23,-61%,-14,-1%,-1%,7,-5%,0%
Cc1onc(-c2ccccc2)c1C(=O)N1CCCC(C)(C(=O)NS(=O)(=O)C2CC2)C1 (centres undefined),23%,10,nt,?,4%,1%,-7,-2%,0%
COC(=O)c1c(NC(=O)c2c(Cl)cnn2C)sc(C)c1C,14%,-10,-154%[inhibitor],12,8%,-1%,2,11%,0%
CCOc1ccc(S(=O)(=O)Nc2ccn(C)n2)cc1,0%,1,4%,3,6%,9%,0,-1%,?
COC(=O)[C@@]1(Cc2ccc(OC)cc2)[C@H]2c3cc(C(=O)N4CCCC4)n(CCc4c[nH]c5ccccc45)c3C[C@H]2CN1C(=O)c1ccccc1,-28%,-3,nt,14,-14%,-6%,2,-3%,-11%
CCOc1ccc(-c2ccc(NS(=O)(=O)c3ccc([N+](=O)[O-])cc3)cc2)nn1,-1%,-2,2%,-8,-17%,9%,-5,-4%,12%
COc1ccc(S(=O)(=O)N2CCCCCC2)cc1C(=O)N(C)Cc1ccc(OC)c(OC)c1OC,9%,-15,-1%,3,-3%,?,3,12%,-6%
Cc1c(C(=O)NC2CCCc3ccccc32)oc2ccc(S(=O)(=O)N3CCCC3)cc12 (centres undefined),-5%,36,1%,-20,-6%,-18%,-11,3%,1%

Later entries:
SMILES	HT1080 IDH1KD tx	IL1B secr inh	SW480 rerep	D3 antag	HT1080-NT tox	KB-V1 cytotox	DRD3 agonist	GLP-1R agonist	KB-3-1 cytotox
CCC(=O)Oc1ccc(C(=O)Nc2ccccc2C(=O)NCC(C)C)cc1	1%	-20	-2%	7	8%	?	1	12%	3%
COc1cccc(CN2CCNC(=O)C2CC(=O)N(C)CC2CCOCC2)c1OC (centres undefined)	15%	11	-5%	0	14%	?	-6	-4%	9%
O=C(NC1CCCC1)C(c1ccc(N2CCOCC2)cc1)N(C(=O)c1ccco1)c1ccccc1F (centres undefined)	0%	?	-26%	2	5%	-7%	-3	8%	0%
COc1ccc(/C=C2\CCc3ccccc3C2=O)cc1OC	0%	10	?	7	2%	16µM*	3	0%	-26%
COc1ccc(NC(=O)CCCNC(=O)Cn2cnc3sc(C)c(C)c3c2=O)cc1Cl	?	-11	?	9	-19%	4%	-2	5%	-1%
Cc1ccc2[nH]c(=O)c(CN(CC3CCCO3)C(=O)c3ccncc3)cc2c1 (centres undefined)	1%	18	4%	7	-1%	26%	-5	-1%	1%
C[C@@H]1CN([C@@H](C)CO)C(=O)c2cc(Br)cnc2O[C@H]1CN(C)C(=O)CCN1CCCCC1	8%	27	nt	15	10%	0%	-3	8%	6%
O=C(COC(=O)c1cc(S(=O)(=O)N2CCOCC2)ccc1O)NCCc1ccccc1	-4%	-4	2%	?	1%	4%	-1	-8%	5%
Cc1ccsc1C(=O)OCC(=O)NC1CCCC1	0%	0	-12%	-9	12%	?	5	-2%	14%
CCCC(C)C(=O)Nc1cc([N+](=O)[O-])ccc1Cl (centres undefined)	0%	-5	-6%	3	10%	4%	0	19%	0%
CSc1ccc(/C=N/NC(=O)c2ccccc2Cl)cc1	?	-17	?	?	?	?	-6	1%	?
C=CCn1c(-c2cccc3ccccc23)n[nH]c1=S	-1%	-20	-11%	11	-5%	18%	-3	-9%	9%
CCCC1(CCC)NC(=O)NC1=O	15%	41	-7%	12	10%	28%	5	-25%	3%
O=C(COC(=O)CCCc1nc2ccccc2s1)Nc1ncc(Cl)cc1Cl	2%	17	3%	12	24%	0%	-7	1%	13%
Cc1ccccc1NCCC(=O)Nc1ccc(F)cc1	22%	-3	-5%	3	18%	?	-9	8%	3%
Cc1cc(OCC(O)CN2CCOCC2)cc(C)c1Cl (centres undefined)	-5%	-18	-1%	-12	-7%	-18%	-18	-17%	-1%
COc1ccc(/C=N/OCC(=O)N2CC3(C)CC2CC(C)(C)C3)cc1 (centres undefined)	0%	?	22%	2	-3%	2%	7	2%	8%
COc1ccc(C(=O)C2CCCN(Cc3ccc(Sc4nncn4C)o3)C2)cc1F (centres undefined)	-1%	8	23%	10	-2%	7%	7	16%	-3%
C/C(=N\NC(=O)CNc1ccc(F)cc1)c1cc2ccccc2o1	-22%	-26	5%	2	-19%	-4%	4	3%	-2%
O=c1c(-c2ccc(O)cc2)coc2cc(OC3OC(CO)C(O)C(O)C3O)cc(O)c12 (centres undefined)	0%	13	?	29	?	13%	2	8%	-6%
Cc1ccc(CNC(=O)CCN2C(=O)[C@@H]3Cc4ccccc4CN3C2=O)cc1	-6%	7	-10%	12	8%	-15%	2	0%	2%
O=C(OCCCN=C1NS(=O)(=O)c2ccccc21)c1ccc(F)cc1	8%	4	-5%	-27	4%	-2%	-9	-12%	3%
OC[C@@H]1CN(Cc2cccnc2)C[C@H](n2cnc3c(N4CCN(c5ccccc5)CC4)ncnc32)O1	0%	-79*	nt	25	4%	6%	5	4%	0%
Cc1c(C)c2ccc(OCC(=O)N3CCN(c4ccccc4)CC3)cc2oc1=O	2%	-22	5%	-2	-3%	-25%	-1	3%	-7%
Cc1cccc(CN2C(=O)CCSc3ccc(Cl)cc32)c1	-10%	31	9%	-5	-13%	-15%	-3	16%	-23%
Cc1ccc(C2(C)NC(=O)N(CC(=O)Nc3ccc(-c4nc5ccc(C)cc5s4)cc3)C2=O)cc1 (centres undefined)	?	55	636%	1	-14%	-30%	10	11%	-25%
CCOC(=O)[C@]12CCC=C1N(Cc1ccc3c(c1)OCO3)C(=O)[C@H](CC(=O)NCc1cccc(C(F)(F)F)c1)C2	?	-8	nt	-16	?	?	4	-4%	?
CC(C)(CC(=O)O)CC(=O)O	6%	11	-13%	26	0%	19%	6	-5%	14%
